# Bioassay records (PubChem BioAssay)
# KB-V1 MDR tox = kills drug-selected multidrug resistant KB-V1 cells | actives 3.4% (n = 400,000) | KB-V1 MDR cells viability, CellTiter-Glo, 72 h | AID 1347076 | Potency, µM (doses to about 46.1 µM), for the others: at the top dose activity change, negative = cytotoxicity, usual class: cytotoxic; note: potency is the fitted concentration of half-maximal effect; % is set by controls: 0 for no effect and ±100 for the full control effect; nearly all actives have a fitted effect of over 60% in size
#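 Compound-treated KB-V1 multidrug-resistant cells, 72 h, 37 degrees C; viability by CellTiter-Glo. Fitted qHTS curves give the values.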
# HT1080NT lethal = kills 2HG-producing HT-1080-NT fibrosarcoma cells | HT-1080-NT fibrosarcoma viability, CellTiter-Glo ATP luminescence, 48 h | actives 1.6% (n = 360,000) | Potency, µM (doses to about 46.1 µM), without a hit: at the top dose activity, negative = less viability, usual class: cytotoxic | AID 686970;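 note: NT is the 2HG producing partner of a matched IDH1 knockdown line; potency is the fitted concentration of half-maximal effect; 0% = DMSO-treated cells and -100% = media-only wells without cells; nearly all actives have a fitted effect of over 55% in size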
#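 Viability of the 2HG-overproducing fibrosarcoma line after 48 hours of compound exposure at 37 degrees C was determined by luminescence with CellTiter-Glo, and concentration-effect curves were then fitted and categorized.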
# DRD3 antagonist = D3 dopamine receptor (human) antagonism | P35462 | D3R cells, DiscoveRx beta-arrestin luminescence, antagonist mode; active compounds read low | max response, negative = inhibition, % | actives 2.5% (n = 360,000) | AID 652054; in the data active = max response below about -50%; inconclusive = no clear call, values can overlap the other calls; note: % is set by controls: 0 for no effect and ±100 for the full control effect; mostly tested at two doses, the higher about 12 µM
# Target sequence (P35462 whole entry, looked up): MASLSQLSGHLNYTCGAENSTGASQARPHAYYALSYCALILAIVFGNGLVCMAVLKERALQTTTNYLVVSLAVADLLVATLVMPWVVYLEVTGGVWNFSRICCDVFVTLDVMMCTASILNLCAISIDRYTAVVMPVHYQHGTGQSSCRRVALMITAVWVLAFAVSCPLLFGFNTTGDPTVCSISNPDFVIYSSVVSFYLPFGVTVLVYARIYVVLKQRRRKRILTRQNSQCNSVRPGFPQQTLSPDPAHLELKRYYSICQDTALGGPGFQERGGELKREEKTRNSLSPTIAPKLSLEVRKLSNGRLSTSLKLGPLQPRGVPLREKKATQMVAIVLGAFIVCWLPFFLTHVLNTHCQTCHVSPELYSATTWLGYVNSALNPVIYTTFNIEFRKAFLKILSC
#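 Cells expressing the human receptor were seeded at 1500 cells/well, incubated overnight at 37 degrees C in 5% CO2, then exposed to library compounds with dopamine controls for 90 minutes at 37 degrees C before luminescent detection.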
# DRD3 agonist = agonists of human D3 dopamine receptor. D3R DiscoveRx beta-arrestin cells, luminescence, 90 min. max activation, %. actives 0.58% (n = 410,000). AID 652048; in the data active = max activation above about 30%; note: 0% is about no effect; mostly tested at two doses, the higher about 12 µM
#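 Agonist-mode cell screen: cells plated at 1500/well and incubated overnight at 37 °C, then exposed to library compounds for 90 min at 37 °C. Detection reagent was added for 30–60 min at room temperature, and luminescence was read.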
# KB-3-1 cytotox = kills parental KB-3-1 adenocarcinoma cells; actives 1.4% (n = 400,000); Potency, µM (highest dose often 46.1 µM), for inactives: at the highest dose activity change, negative = cytotoxic, most hits filed as cytotoxic; KB-3-1 viability, CellTiter-Glo ATP luminescence, 72 h; note: potency is the fitted concentration of half-maximal effect; % is set by controls: 0 for no effect and ±100 for the full control effect; nearly all actives have a fitted effect of over 60% in size
#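 Screening of KB-3-1 cells (DMEM, 10% FBS, phenol-red free) ran from lowest to highest compound concentration; after 72 h at 37 °C viability was read luminescently and curves fitted.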
# SW480 rerep = induces DNA re-replication in SW480 colon adenocarcinoma cells. SW480 DNA re-replication, Hoechst DNA content imaging, 48 h. AID 624297. Potency, µM (highest dose often 46.1 µM), without a hit: at the highest dose re-replication activation, hits mostly activators. actives 1.8% (n = 340,000); note: potency is the fitted concentration of half-maximal effect; % of control where 0% means no effect; nearly all actives have a fitted effect of over 55% in size
#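 Compounds, transferred as 23 nL by pin tool, were incubated with cells for 48 hr; DNA content per nucleus was then quantified by Hoechst staining and fluorescence plate imaging.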
# IL-1B inflam inh = inhibitors of inflammasome signaling (IL-1 beta secretion); THP-1 LPS/ATP IL-1B secretion, AlphaLISA, 16 h; active compounds read low; activity change, % at 57.5 µM; actives 4.7% (n = 360,000); AID 743279; in the data active = activity change below about -50%; inconclusive = mostly about -30% to -49%; note: % is set by controls: 0 for no effect and ±100 for the full control effect
#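 Secreted IL-1B measured by AlphaLISA bead assay after 16 h compound exposure of THP-1 cells; compounds (final up to 57.5 uM) added 1 h before LPS (250 ng/mL) and ATP (1.25 mM) stimulation; lower signal means less secretion.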
# GLP1R ag = GLP-1 receptor (human) agonism. actives 0.007% (n = 380,000). P43220. AID 624172. Potency, µM (series often up to 45.6 µM), without a hit: top-dose activation, usual class: activators. HEK293 GLP-1R CRE-luciferase, luminescence, 4-6 h; cells express a hypersensitive GLP-1R form; note: potency is the fitted concentration of half-maximal effect; % of control where 0% means no effect
# Target sequence (P43220 whole entry, looked up): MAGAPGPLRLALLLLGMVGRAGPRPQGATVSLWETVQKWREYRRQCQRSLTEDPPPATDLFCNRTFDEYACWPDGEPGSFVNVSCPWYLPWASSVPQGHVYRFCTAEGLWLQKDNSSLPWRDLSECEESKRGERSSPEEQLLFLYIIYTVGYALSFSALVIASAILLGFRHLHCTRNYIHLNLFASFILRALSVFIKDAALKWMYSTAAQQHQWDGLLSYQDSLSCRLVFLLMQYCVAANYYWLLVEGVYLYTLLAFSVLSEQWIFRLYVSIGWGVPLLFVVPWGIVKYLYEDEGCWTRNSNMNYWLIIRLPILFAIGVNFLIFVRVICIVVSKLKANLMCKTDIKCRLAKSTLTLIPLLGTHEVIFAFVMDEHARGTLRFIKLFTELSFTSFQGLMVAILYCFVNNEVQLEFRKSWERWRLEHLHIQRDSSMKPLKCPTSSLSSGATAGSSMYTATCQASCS
# HT1080 IDH1KD tx = toxicity to HT-1080 IDH1 knockdown cells (counter line). HT-1080 IDH1 knockdown viability, ATP luminescence, 48 h. Potency, µM (series often up to 46.1 µM), inactives show top-dose activity, negative = toxicity, hits mostly cytotoxic. actives 2% (n = 360,000). AID 686971;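 note: potency is the fitted concentration of half-maximal effect; 0% = DMSO wells and -100% = cell-free medium wells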
#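 Knockdown cells (IDH1KD HT-1080) received compounds 2 h after plating at 750 cells/well and were kept 48 h at 37 °C in 5% FBS RPMI. A CellTiter-Glo luminescence read gave % activity for curve fitting.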
# * = called active by the depositor; ? = inconclusive; / = no result given; & = joins results of further samples; [ ] = dose if it differs, or a comment. Unless noted, calls come from the whole dose curve; as a rule, active = well fitted curve in the direction sought with a large enough effect; inconclusive = small, poorly fitted or top-dose-only effect, or another doubt; inactive = no such curve, though single readings can be large; an effect the other way counts as inactive or inconclusive. Rows are unselected; any-hit rate near 12%.
SMILES | KB-V1 MDR tox | HT1080NT lethal | DRD3 antagonist | DRD3 agonist | KB-3-1 cytotox | SW480 rerep | IL-1B inflam inh | GLP1R ag | HT1080 IDH1KD tx
Cc1cccc(NC(=O)CSc2nnc(-c3n[nH]c4ccccc34)o2)c1 | 22% | 12% | -2 | 2 | 1% | ? | -3 | -6% | 7%
Fc1cccc(Cc2c(-c3ccco3)nc3c4ccccc4ccn23)c1 | ? | ? | -5 | -6 | -13% | / | -3 | 18% | ?
CN(CC(=O)Nc1ccc(Cl)c(C(F)(F)F)c1)C(=O)COc1cccc2cccnc12 | -24% | -2% | 15 | 6 | 0% | / | -7 | 1% | -6%
CN=C(Nc1ccc(C)c(C)c1)SC1CC(=O)N(c2ccc(OC)cc2)C1=O (stereo not drawn) | 0% | ? | 4 | 0 | -6% | 9% | -9 | 9% | ?
COc1ccc(CC(=O)Nc2ccc(-c3noc(-c4cccc(OC)c4)n3)cc2)cc1 | -19% | -1% | -5 | -6 | 4% | 3% | 8 | 11% | 0%
[O-]/C(=C(\C(=S)NCc1ccccc1)[n+]1ccccc1)c1ccc(Cl)cc1 | 18% | 14% | -10 | -1 | -2% | -2% | 4 | 0% | 20%
O=c1[nH]cnc2c1c(-c1ccccc1)cn2-c1ccc(Br)cc1 | 8% | -15% | ? | -3 | -26% | 1% | ? | 10% | -19%
CC1Cc2ccccc2N1C(=O)C1CC(=O)N(c2ccccc2)C1 (stereo not drawn) | 0% | -13% | 2 | -12 | -5% | -4% | -20 | 7% | -2%
COc1ccc(SCCN2CC[C@@H](C(C)(C)C)CCC2=O)cc1 | ? | 0% | -18 | -16 | -10%&-23% | -4% | 20 | 15% | -4%
CCOC(=O)c1c(CC(C)C)csc1/N=C/C1C(=O)CCCC1=O | 0% | ? | 4 | 4 | 53% | 16µM* | 0 | 18% | ?
COc1cc(SC)ccc1C(=O)Nc1ncc(Cl)cc1Cl | ? | -3% | 1 | 3 | -13% | ? | -11 | 5% | 10%
O=C(CCCCCN1C(=O)CCC1=O)Nc1ncn[nH]1 | 8% | 8% | -53* | 1 | -1% | -9% | 0 | 5% | -1%[9.24 µM]
Cc1ccc(NC(=O)CSc2nnc(-c3cnccn3)n2C)cc1C | -8% | -10% | -3 | 0 | 17% | -5% | ? | -4% | -3%
CN(C)CCn1c(=S)[nH]c2ncccc2c1=O | 1% | 3% | -5 | -3 | -3% | -3% | 0 | 0% | 0%
Fc1ccc(CN2CCCCCCC2)c(F)c1 | -11% | -2% | -53* | -2 | -7% | -7% | 21 | -6% | -4%
Cn1cccc1/C=C1\SC(=S)N(CC(=O)O)C1=O | -2% | 0% | ? | 0 | 12% | 4% | -2 | 2% | -1%
O=C(NNC(=O)c1ccncc1)Nc1cc(Cl)ccc1Cl | ? | -2% | -22 | 10 | ? | -9% | 18 | 10% | -1%
COc1ccc(OC)c(NC(=O)CSc2nccn2Cc2ccco2)c1 | -4% | 11% | 1 | -3 | 20% | 5% | 0 | 8% | 0%
Cn1c(=O)cc(OCC(=O)NCCCN2CCN(c3ccccc3F)CC2)c2ccccc21 | ? | 2% | ? | 21 | 0% | -5% | -6 | 0% | 4%
CN1C2=C(C#N)C(c3ccccc3)(C(F)(F)F)NC(=O)N2c2ccccc21 (stereo not drawn) | ? | 2% | 20 | 2 | 1% | 1% | 90 | 16% | 3%
Cc1noc(C)c1S(=O)(=O)Nc1ccc(C#N)cc1 | 21% | 0% | 2 | 4 | 1% | -16% | 19 | 0% | 6%
O=C(CSc1ccccc1)Nc1cccc(S(=O)(=O)N2CCOCC2)c1 | 2% | -1% | 9 | -3 | 0% | -1% | -2 | 4% | -3%
CCn1c(=O)cc(OCC(=O)NCCCN2CCN(c3cccc(Cl)c3)CC2)c2ccccc21 | ? | -3% | -69* | -3 | ? | 1% | -20 | 7% | -7%
O=C(NCC(c1ccccc1Cl)N1CCCC1)C1CCN(C(=O)Nc2ccccc2)CC1 (stereo not drawn) | 24% | 17% | 6 | -17 | 6% | -2% | 10 | -7% | 2%
COc1ccc(C(=O)/C=C/c2ccc(OC3CSC3)cc2)cc1OC | 0% | ? | 1 | 1 | -29% | ? | -88* | 9% | -23%
O=C(Nc1ccc(C(=O)N2CCCC(CO)C2)cc1)c1ccc(Br)o1 (stereo not drawn) | 14% | 19% | 26 | 8 | 0% | -10% | 20 | 1% | 10%
Cc1ccc(CNc2ccc(N3C(=O)CC(C)C3=O)cc2[N+](=O)[O-])cc1 (stereo not drawn) | -3% | -4% | -9 | -6 | 3% | -9% | -14 | 1% | -2%
COCc1c(C(=O)N2CCN(Cc3ccc(C#N)cc3)CC2)oc2ccccc12 | 13µM* | -15% | -24 | -8 | ? | -1% | -11 | 20% | -1%
COC(=O)C[C@@H]1C=C[C@@H](NC(=O)c2ccccc2F)[C@@H](CO)O1 | -2% | 29% | 9 | 4 | 5% | / | 10 | / | 14%
C=CCn1c(SCC(=O)N(C)C2CCCCC2)nnc1C1CC1 | -2% | 10% | 0 | 1 | -6% | -1% | 5 | 13% | 1%

# Reformatted: entries from further up
smiles: COc1ccc(OC)c(NC(=O)CSc2nccn2Cc2ccco2)c1
  KB-V1 MDR tox: -4%
  HT1080NT lethal: 11%
  DRD3 antagonist: 1
  DRD3 agonist: -3
  KB-3-1 cytotox: 20%
  SW480 rerep: 5%
  IL-1B inflam inh: 0
  GLP1R ag: 8%
  HT1080 IDH1KD tx: 0%
smiles: CCn1c(=O)cc(OCC(=O)NCCCN2CCN(c3cccc(Cl)c3)CC2)c2ccccc21
  KB-V1 MDR tox: ?
  HT1080NT lethal: -3%
  DRD3 antagonist: -69*
  DRD3 agonist: -3
  KB-3-1 cytotox: ?
  SW480 rerep: 1%
  IL-1B inflam inh: -20
  GLP1R ag: 7%
  HT1080 IDH1KD tx: -7%

# Complete entries as entered above.
# Record of O=C(CSc1ccccc1)Nc1cccc(S(=O)(=O)N2CCOCC2)c1 = KB-V1 MDR tox: 2%; HT1080NT lethal: -1%; DRD3 antagonist: 9; DRD3 agonist: -3; KB-3-1 cytotox: 0%; SW480 rerep: -1%; IL-1B inflam inh: -2; GLP1R ag: 4%; HT1080 IDH1KD tx: -3%
# Record of CCn1c(=O)cc(OCC(=O)NCCCN2CCN(c3cccc(Cl)c3)CC2)c2ccccc21 = KB-V1 MDR tox: ?; HT1080NT lethal: -3%; DRD3 antagonist: -69*; DRD3 agonist: -3; KB-3-1 cytotox: ?; SW480 rerep: 1%; IL-1B inflam inh: -20; GLP1R ag: 7%; HT1080 IDH1KD tx: -7%

# The list continues.
SMILES | KB-V1 MDR tox | HT1080NT lethal | DRD3 antagonist | DRD3 agonist | KB-3-1 cytotox | SW480 rerep | IL-1B inflam inh | GLP1R ag | HT1080 IDH1KD tx
O=C(COc1ccc(Cl)cc1Cl)Nc1ccccc1NS(=O)(=O)c1cccs1 | -27% | -2% | 14 | 0 | -2% | 4% | -9 | 10% | -1%
CC(C)Oc1ccc(F)cc1-c1cc(C(=O)NC2CCCCC2)[nH]n1 | -6% | 5% | 0 | -15 | 0% | / | -20 | 1% | -27%
CCOC(=O)c1cc(-c2ccc(OC)cc2OC)nn1-c1ccc(C(=O)O)cc1 | 4% | 1% | -5 | -1 | 1% | 2% | 0 | 8% | 0%
Cc1noc2ncnc(N3CCN(c4ccc(F)cc4)CC3)c12 | ? | 6% | 19 | 1 | -23% | -96%[inhibitor] | 7 | 9% | -1%
COc1c(Cl)ccc(Cl)c1C(=O)NC(=S)N1CCOCC1 | -6% | 11% | 5 | 15 | -1% | -7% | 9 | 12% | -1%
Cc1occc1C(=O)O/N=C(\N)c1ccccc1 | ? | ? | 10 | -8 | -10% | 6% | / | -1% | ?
CC(C)CNc1ncnc2c1cnn2Cc1ccccc1Cl | -6% | -24% | 0 | 7 | 4% | 11% | ? | 12% | -9%
O=C(CS(=O)(=O)c1ccccc1)Nc1nc(-c2ccc(F)cc2)cs1 | 0% | 11% | 3 | 4 | 6% | -1% | -22 | 0% | 0%
CC(C)CCNC(=O)C1CCN(S(=O)(=O)c2ccc(-n3cnnn3)cc2)CC1 | -9% | -2% | 5 | -23 | -2% | -13% | -14 | 3% | 7%
CC(C(=O)Nc1nccs1)N1C(=O)c2ccccc2S1(=O)=O (stereo not drawn) | ? | -1% | 0 | 0 | 11% | -2% | 15 | 4% | 22%
CC(=O)c1cnc(Nc2ccc(C)cc2)s1 | 20% | 2% | -9 | -3 | 15% | 1% | -7 | 9% | -11%
CCCCNc1c(-c2ccc(-c3ccc(OC)cc3)c(OC)c2)nc2ccccn12 | ? | -11% | 188 | 102* | ? | ? | -75* | -10% | -25%
CCCn1c(NC(=O)C2COc3ccccc3O2)nc2ccccc21 (stereo not drawn) | 0% | -22% | ? | -6 | -3% | -3% | 5 | 0% | -16%
COc1ccc(CN2C(=O)CCC2(C)c2nnnn2C2CCCCC2)cc1 (stereo not drawn) | ? | 25% | 3 | 0 | 3% | / | -5 | / | 21%
Cc1ccc(N(C)C(=O)CCNC(=O)Cn2cnc3ccccc3c2=O)cc1C | ? | 0% | -14 | -8 | 2% | -1% | -8 | -2% | -2%
C=CCn1c(SCc2ccccc2)nc2c1c(=O)[nH]c(=O)n2C | 0% | 5% | 1 | 7 | 3% | 3% | 21 | 30% | 0%
COC(=O)c1sccc1NC(=S)N1CCCCC1C (stereo not drawn) | -18% | -1% | 10 | 4 | 8% | -4% | 0 | 0% | -2%
CC(C)(C)OC(=O)N1CCC(C(=O)N[C@H](C(=O)O)c2ccccc2)(c2ccccc2)CC1 | 0% | -2% | -28 | -4 | -4% | 1% | -1 | -8% | 0%
Cc1cc(C)n(CCc2nc(-c3cc4ccccc4o3)cs2)n1 | 16µM* | 2% | 46 | 10 | -29% | 1% | -10 | 11% | 6%
CCOC(=O)C1CCCCN1Cc1ccc(-c2ccccc2)cc1 (stereo not drawn) | -4% | -1% | 0 | -9 | -8% | -1% | 8 | -8% | 3%
O=C(COc1ccc(Cl)cc1)OCC(=O)N1CCCCCC1 | 0% | 6% | 20 | 7 | 16% | -1% | 12 | -19% | 11%
